V-ATPase pHluor: regulators of yeast V-ATPase proton transport; S. cerevisiae, pHLuorin cytosolic pH fluorescence; response, % at 10 µM; 350,000 compounds, 0.37% hits; AID 504577; in the data active = response mostly above about 7.3%, no sharp cut-off; inactive = mostly below about 5.4%; note: actives read high; inactives centre near 0; some compounds called inactive have numbers as strong as hits; reference of the scale not given here
PvdQ inh: P. aeruginosa PvdQ acylase inhibition; purified PvdQ acylase, fluorescence plate reader; AID 488965; inhibition, % at 10 µM; 340,000 compounds, 0.063% hits; in the data active = inhibition above about 30%, passing the limit was not always enough; inconclusive = no clear call, values can overlap the other calls;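 note: 0% = vehicle neutral wells and 100% = reference inhibitor wells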
CDK5 p35 inh: inhibitors of human CDK5/p35 kinase. Q00535+Q15078. Recombinant CDK5/p35, ADP-Glo luminescence, 60 min. inhibition, % at 10 µM. 330,000 compounds, 0.01% hits;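 active = highest replicate inhibition of at least 50% and at least 75% of replicates reaching 50%; inconclusive = only one of the two criteria met; inactive = both criteria failed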;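 note: plate controls were DMSO neutral control for no effect and GW8510 at 10 µM for full effect; many of its hits are not listed in these tables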
HTR5A ag ctr: activates human HTR5A in OPRM1-OPRD1 agonist counter-screen | activation, % at 9.3 µM | P47898 | 340,000 compounds, 0.61% hits | HTR5A agonist assay, luminescence, cell-based; in the data active = activation mostly above about 9.5%, no sharp cut-off; inactive = mostly below about 7.6%;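 note: 0% = cells with vehicle only and 100% = reference agonist; strong numbers were not always called active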
Wnt act: activates Wnt/beta-catenin signaling in a reporter cell assay. AID 743398. 300,000 compounds, 1.2% hits. activation, % at 9.35 µM. activator, plate reader; in the data active = activation above about 30%, passing the limit was not always enough; inconclusive = no clear call, values can overlap the other calls;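 note: 0% = neutral control wells and 100% = positive control wells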
HTR5A inv ag: HTR5A inverse agonism, opioid heterodimer counter-screen. 340,000 compounds, 0.083% hits. inhibition, % at 9.3 µM. AID 504634. P47898. HTR5A cell line, luminescence; in the data active = inhibition mostly above about 23%, no sharp cut-off; inactive = mostly below about 18%;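 note: 0% = cells with DMSO and 100% = no-cell wells with DMSO; some compounds called inactive have numbers as strong as hits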
SR-BI HDL uptake: inhibitors of mouse SR-BI mediated HDL lipid uptake; Q61009; inhibition, % at 12.5 µM; ldlA[mSR-BI] CHO cells, DiI-HDL uptake fluorescence, 3 h; 320,000 compounds, 0.96% hits;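 active = mean replicate inhibition of at least 70% and a set share of replicates each scoring 70 or more; inconclusive = meets just one of the two criteria; inactive = fails both criteria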;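 note: 0% = median of neutral control wells and 100% = median of positive control wells; values of inactives mirror those of a sister screen read the other way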
NSD2 HMT inh: blocks human histone methyltransferase NSD2. 310,000 compounds, 0.54% hits. O96028. NSD2 peptide methylation, AlphaScreen, 120 min. inhibition, % at 12.5 µM; in the data active = inhibition above about 50%
Target sequence (O96028 whole entry, looked up): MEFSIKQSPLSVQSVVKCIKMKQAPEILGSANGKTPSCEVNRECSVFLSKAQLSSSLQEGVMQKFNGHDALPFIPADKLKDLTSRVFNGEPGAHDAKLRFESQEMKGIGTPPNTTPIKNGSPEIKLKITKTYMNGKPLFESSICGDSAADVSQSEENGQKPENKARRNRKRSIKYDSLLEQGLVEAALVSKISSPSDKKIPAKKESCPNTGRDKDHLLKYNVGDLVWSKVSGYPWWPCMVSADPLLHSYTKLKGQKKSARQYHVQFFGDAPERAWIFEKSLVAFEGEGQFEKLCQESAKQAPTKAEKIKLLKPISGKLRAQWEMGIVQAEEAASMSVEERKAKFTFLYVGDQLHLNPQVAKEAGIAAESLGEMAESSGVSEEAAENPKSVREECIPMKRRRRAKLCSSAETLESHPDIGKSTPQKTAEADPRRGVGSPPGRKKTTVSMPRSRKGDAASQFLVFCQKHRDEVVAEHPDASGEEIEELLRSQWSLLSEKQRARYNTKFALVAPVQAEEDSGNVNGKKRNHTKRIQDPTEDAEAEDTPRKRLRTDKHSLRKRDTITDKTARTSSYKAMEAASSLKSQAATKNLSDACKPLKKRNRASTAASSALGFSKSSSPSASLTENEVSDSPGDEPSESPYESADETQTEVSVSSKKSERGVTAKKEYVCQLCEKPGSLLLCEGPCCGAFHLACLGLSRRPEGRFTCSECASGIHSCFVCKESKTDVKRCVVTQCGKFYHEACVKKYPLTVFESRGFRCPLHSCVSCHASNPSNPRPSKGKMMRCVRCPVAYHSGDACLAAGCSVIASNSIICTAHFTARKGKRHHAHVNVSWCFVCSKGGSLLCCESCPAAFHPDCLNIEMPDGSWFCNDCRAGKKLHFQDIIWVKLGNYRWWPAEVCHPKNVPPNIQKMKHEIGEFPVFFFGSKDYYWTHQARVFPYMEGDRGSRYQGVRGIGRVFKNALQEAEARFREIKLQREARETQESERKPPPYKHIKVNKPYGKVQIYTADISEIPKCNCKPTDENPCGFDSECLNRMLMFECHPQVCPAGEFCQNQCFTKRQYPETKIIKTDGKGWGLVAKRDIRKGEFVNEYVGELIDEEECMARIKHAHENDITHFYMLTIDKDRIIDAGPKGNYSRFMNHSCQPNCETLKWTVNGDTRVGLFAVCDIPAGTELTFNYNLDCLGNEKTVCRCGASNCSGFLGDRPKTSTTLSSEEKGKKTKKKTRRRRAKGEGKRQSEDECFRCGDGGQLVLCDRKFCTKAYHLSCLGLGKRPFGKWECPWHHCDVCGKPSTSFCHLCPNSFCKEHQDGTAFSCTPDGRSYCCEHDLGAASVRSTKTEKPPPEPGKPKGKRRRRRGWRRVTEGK
MITF TRPM1 HTS: increases MITF-driven TRPM1 promoter luciferase signal; 300,000 compounds, 0.75% hits; activation, % at 12.5 µM; SK-MEL-5 TRPM1-promoter luciferase, 24 h; % of positive control, neutral wells = 0;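 active = mean activation of at least 80% with every replicate also reaching 80%; inconclusive = mean reaches 80% but some replicate falls short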;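 note: 0% = neutral control wells and 100% = parthenolide positive control wells; values of inactives mirror those of a sister screen read the other way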
dFosB activator: activators of mouse delta FosB homodimer; P13346; purified delta FosB, TAMRA-CDK5 oligo fluorescence polarization; percent of positive-control signal above neutral wells; activation, % at 25 µM; 340,000 compounds, 0.99% hits; AID 493131;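 active = mean activation above about 17%, with every replicate also reaching it, limit read from the data, passing the limit was not always enough; inconclusive = only one of the two conditions met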;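 note: fluorescence polarization rise as delta FosB binds a TAMRA Cdk5 AP-1 oligo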
Starred values were filed as active, the others as inactive; ? = inconclusive; · = no result given.

SMILES	V-ATPase pHluor	PvdQ inh	CDK5 p35 inh	HTR5A ag ctr	Wnt act	HTR5A inv ag	SR-BI HDL uptake	NSD2 HMT inh	MITF TRPM1 HTS	dFosB activator
Cc1[nH]c2ccccc2c1C(=O)CSc1ncn[nH]1	-139	-19	1.3	-3	0	-8	10	0	-1	2
O=S(=O)(/C=C/c1ccccc1)Oc1ccccc1	2	-11	-1.0	3	-1	-1	-22	6	1	-9
CC(=O)N1CCN(S(=O)(=O)c2ccc3c(c2)CCC(=O)N3)CC1	1	-11	-7.0	-2	-3	4	-6	-1	-2	1
COc1ccc2[nH]c(=O)c(CN(Cc3cccnc3)Cc3nnnn3CC3CCCO3)cc2c1 (centres undefined)	-6	2	1.2	-2	0	-10	·	-4	-1	2
CC(Oc1ccccc1Cl)C(=O)Nc1ccc(S(=O)(=O)Nc2nccs2)cc1 (centres undefined)	3	-1	-1.6	13	0	-5	-21	2	5	-7
Oc1c(C(Nc2ccccn2)c2ccccn2)ccc2cccnc12 (centres undefined)	-1	-1	-0.9	4	76*	-9	-2	7	-70	-2
Cc1csc(SC(C)C(=O)NCC2CCCO2)n1 (centres undefined)	3	-25	-7.7	8	-3	-21	-1	-1	-10	-3
Clc1ccc2nc(-c3ccccc3)nc(C(Cl)Cl)c2c1	-5	-13	1.3	1	-22	6	·	0	-89	-10
Cc1nc2ncnn2c(C)c1Cc1cccc(F)c1	6	-9	0.0	0	0	19	5	-1	6	-4
COc1ccc(/C(N)=N/OC(=O)c2ccc(C)c([N+](=O)[O-])c2)cc1OC	6	-25	-1.9	6	·	-18	4	-2	42	1
COc1cc(/C=N/NC(=O)C(=O)N2CCCC2)ccc1O	2	-7	0.6	6	-3	25	5	1	0	4
CC(=O)OCC(=O)C1(O)CCC2C3CCC4=CC(=O)CCC4(C)C3(Cl)C(O)CC21C (centres undefined)	3	-18	-0.1	2	1	-6	-3	·	4	-16
Cc1[nH]c2ccccc2c1C(=O)C(=O)N1CCCc2ccccc21	-1	-1	-0.8	-3	-3	9	10	2	11	-15
O=C(O)c1cc(S(=O)(=O)NCCN2CCNC2=O)ccc1O	3	4	0.6	-4	-1	-16	-14	·	-9	3
Cc1cc(C)n(C(=O)CCCCCCCCC(=O)n2nc(C)cc2C)n1	-2	4	-1.4	5	-1	-9	-10	-11	·	6
COC(=O)[C@H](CC(C)C)N(Cc1ccccc1)S(=O)(=O)N(Cc1ccc(OC)cc1)[C@@H](CC(C)C)C(=O)OC	-3	-14	-0.6	-9	-13	22	-8	·	3	-9
Cc1ccc2cc3cc(C(=O)NCc4ccc5c(c4)OCO5)oc3nc2c1	-1	-3	-0.4	0	·	-3	-23	2	1	56*
CCCCCCC(=O)Nc1ccc(Cl)cn1	1	30	2.2	-3	·	-33	-18	0	60	-4
COc1ccc(CCNC(=O)c2ccc(OC)c(OC)c2)cc1OC	-8	-9	3.5	-2	0	9	10	-2	2	-7
CC(C)(C)C1=NN(C(=O)c2ccccc2)C(O)(C(C)(C)C)C1 (centres undefined)	0	-14	2.2	-1	·	3	-1	-3	7	-6
O=C(CCCOc1ccc(Cl)cc1Cl)N/N=C/c1ccco1	·	-15	0.4	1	-4	10	3	-2	3	-5
Cc1ccc2cc(CN(CC(C)C)S(=O)(=O)c3cccc4nonc34)c(=O)[nH]c2c1	0	0	1.1	5	-2	13	17	-1	-7	2
CC(C)CC(=O)Nc1ccc(C(=O)NN2C(=O)c3ccccc3C2=O)cc1	0	9	0.2	0	·	0	-4	-3	-16	3
CCOc1ccc(/C=C(\C#N)C(=O)c2c(C)[nH]c3ccccc23)cc1OC	6	-9	0.0	-1	0	2	49	5	-4	-7
Cc1ccc(C(=O)C2CCN(CC(=O)Nc3ccc(N(C)C)cc3)CC2)cc1	1	-14	-2.5	-2	·	-16	27	9	2	-1
COc1ccc(/C=C2/SC(=S)N(NS(=O)(=O)c3ccc(C)cc3)C2=O)cc1	-1	8	-1.5	-4	-1	11	·	41	·	-1
Cc1ccc(NC(=O)CN2C(=O)CCS(=O)(=O)c3ccccc32)cc1Cl	-1	-3	1.8	-1	-2	1	4	2	2	-11
O=C(O)c1ccc(N/N=C/c2ccc(-c3ccc(Cl)cc3Cl)o2)cc1	2	-4	-2.5	3	2	-27	·	6	50	-11
CCNC(=S)NCCN1CCCCC1	2	-3	-0.6	1	·	-3	-12	-3	9	-5
COc1cc(OC)c(OC)cc1/C=N/NC(=O)c1cccc(S(=O)(=O)N2CCOCC2)c1	5	2	-0.8	1	2	-4	60	0	-6	-8
COc1ccc(/C=C/c2c(-c3ccc(OC)cc3)sc3ccc(N4CCOCC4)cc23)cc1	-2	-10	1.2	0	·	0	52	·	13	-6
O=C(COC(=O)c1ccc(F)c(S(=O)(=O)N2CCOCC2)c1)NC1CCCCC1	2	5	-0.6	9	2	-22	-22	0	7	-1
Cc1ccccc1NC(=O)C1CC(Cl)=CCC1C(=O)O (centres undefined)	1	-2	-0.3	-5	·	11	-19	-2	-2	-8
O=C(COC(=O)c1cccc(F)c1)Nc1cccnc1Cl	0	-9	-1.0	1	-1	-3	-32	5	11	6
N#Cc1ccc(OCc2noc(-c3ccsc3)n2)cc1	1	3	-1.0	4	-3	-9	1	0	31	-3
COCCNC(=O)c1ccccc1-c1nc(-c2ccccc2OC)no1	6	-4	0.4	6	·	17	-5	0	-7	-5
Cc1ccc(S(=O)(=O)N2CCCCC2)cc1NC(=O)CSc1nnc(C2CC2)n1C	0	-11	0.2	-1	7	9	3	-2	-6	-2
O=C(CSc1nc2ncccc2[nH]1)NCc1ccco1	4	-16	1.1	-4	2	20	1	12	1	2
CCc1ccccc1N1CN(Cc2ccco2)CNC1=S	-1	-18	-2.1	1	2	8	6	-1	·	-6
O=C(COC(=O)c1cccc(OC(F)F)c1)Nc1ncccn1	0	-1	1.6	2	0	-8	-2	2	11	3
CC(C)N(C(=O)CSc1nnc(NC(=O)c2cccs2)s1)C(C)C	-1	-9	-2.2	2	-1	-10	-25	1	4	-11
Cc1ccc(S(=O)(=O)CC(=O)Nc2nnc(C)s2)cc1	7	-20	1.9	1	12	-4	-20	6	-6	-1
CCC1CCCCN1C(=O)COc1cccc2c1CCN(C)C2=O (centres undefined)	9	-7	-2.5	4	-1	-10	-12	-6	-11	-1
C/C(=N\NC(=O)CCCNc1ccc(C)cc1)c1ccccn1	1	3	1.0	1	-1	-3	-45	-4	3	-3
CCOC(=O)C1CCN(c2nc3cc(OC)ccc3cc2C#N)CC1	-3	-8	1.0	-5	-1	14	-14	16	3	-12
O=C(NCCNC1CCC(c2ccccc2)CC1)c1ccc(F)cc1 (centres undefined)	-2	-16	0.5	-1	3	19	-8	16	6	-6
CCCOc1ccc(/C=N/NC(=O)CSCc2ccc([N+](=O)[O-])cc2)cc1OCC	1	-9	1.4	1	-4	19	50	-3	14	-2
CCCCn1c(N)c(N(CC(C)C)C(=O)c2ccc(Br)s2)c(=O)[nH]c1=O	2	-18	-0.7	0	-1	14	0	1	-8	-12
N#Cc1c(NC(=O)CSc2ncn[nH]2)sc2c1CCCC2	3	-33	1.8	9	-3	-3	12	-1	-72	-1
CCOC(=O)c1c(NC(=O)OC)sc2c1CCC2	0	-17	3.3	1	-5	-26	10	2	-4	5

The results go on:
SMILES	V-ATPase pHluor	PvdQ inh	CDK5 p35 inh	HTR5A ag ctr	Wnt act	HTR5A inv ag	SR-BI HDL uptake	NSD2 HMT inh	MITF TRPM1 HTS	dFosB activator
O=C(Nc1cccnc1Cl)c1cc(-c2ccc(Cl)cc2)on1	-1	-8	0.7	-2	7	8	·	0	25	-2
Cc1cccc(OC2(c3ccccc3)OC(=O)c3ccccc32)c1C (centres undefined)	-2	-9	-0.9	1	·	6	-5	41	-1	2
CCOC(=O)CCCNC(=O)CN1C(=O)NC(c2ccccc2)(c2ccccc2)C1=O	4	-6	0.2	6	-2	-16	-3	-1	-7	-7
COc1ccccc1NC(=O)CCN1CCN(c2ccc(Cl)cc2)CC1	-3	-8	-0.7	6	0	-16	2	5	1	-5
O=C(NCCN1CCCC1)c1cc(-c2ccncc2)nc2ccc(S(=O)(=O)N3CCOCC3)cc12	2	-10	1.5	1	·	-10	·	1	0	-7
O=C(/C=C/C=C/c1ccccc1)CC1(O)C(=O)N(CCc2ccccc2)c2ccccc21 (centres undefined)	4	-9	-0.4	5	·	-11	-6	3	5	-12
CCC(C)C(N)C(=O)N1CCCC1C(=O)NC(C(=O)O)C(C)CC (centres undefined)	-4	-8	-1.2	-2	-2	5	-10	·	3	5
COc1ccc(N(C(=O)c2ccco2)C(C(=O)NC2CCCC2)c2cccnc2)c(OC)c1 (centres undefined)	1	-12	2.7	0	-1	-5	-11	-2	10	3
COc1ccccc1C1C(C#N)=C(N)Oc2c1c(-c1ccccc1)nn2-c1ccccc1 (centres undefined)	-1	-7	-0.1	3	·	-18	13	8	-8	-5
COc1cc(OC)c(S(=O)(=O)Nc2ccc(C(=O)O)cc2)cc1S(=O)(=O)Nc1ccc(C(=O)O)cc1	-1	-12	-6.0	10	-3	-29	·	12	-6	3

Some of these compounds in order of the NSD2 HMT inh value, high to low.
canonical_smiles | NSD2 HMT inh
O=S(=O)(/C=C/c1ccccc1)Oc1ccccc1 | 6
N#Cc1c(NC(=O)CSc2ncn[nH]2)sc2c1CCCC2 | -1
O=C(CCCOc1ccc(Cl)cc1Cl)N/N=C/c1ccco1 | -2

(further entries)
SMILES	V-ATPase pHluor	PvdQ inh	CDK5 p35 inh	HTR5A ag ctr	Wnt act	HTR5A inv ag	SR-BI HDL uptake	NSD2 HMT inh	MITF TRPM1 HTS	dFosB activator
CC(NC(=O)c1ccccc1)C(=O)N/N=C/c1ccccc1 (centres undefined)	-1	-7	1.6	0	-1	1	-8	0	1	2
CCN(CC)c1ccc(NC(=O)CN2CCN(CC(=O)Nc3ccc(OC)cc3)CC2)cc1	3	-11	2.8	-4	1	15	·	-1	2	-10
C#CCSc1cc(C(F)(F)F)nc(-c2ccccn2)n1	-11	-12	-3.7	-5	-6	13	7	2	3	-12
COc1ccc(NC(=O)OC(C)C)cc1	-2	-12	0.2	-5	·	-27	-9	0	56	-3
CCOC(=O)c1c(C)[nH]c(C(=O)OCC(=O)NCc2ccc(F)cc2)c1C	-4	-5	-0.2	0	-1	10	7	-1	4	?
COc1ccc(/C=C2\CCCC3C2=NN(C(=O)CSc2ncn[nH]2)C3c2ccc(OC)cc2)cc1 (centres undefined)	4	-15	-0.8	9	0	-36	20	1	-4	-5
CCC(Sc1nc(N)c(NC(=O)c2ccc(Br)o2)c(=O)[nH]1)C(=O)O (centres undefined)	1	-10	-2.4	3	2	16	3	-1	1	1
O=C(Nc1scc(-c2ccccc2)c1C(=O)O)c1ccccc1F	-3	4	-0.8	2	5	-6	-13	-2	·	-1
Cc1ccc(-c2cc(C(=O)NCc3cnn(C)c3)c3cc(Br)ccc3n2)cc1	5	-17	0.6	4	·	0	40	1	11	-21
COc1cc(/C=N/NC(=O)c2ccccn2)ccc1OC(=O)c1cccs1	-3	4	1.1	1	7	-3	19	2	40	-13
Cc1nc(NCC2CCCO2)nc2c1C(=O)CC(C)(C)C2 (centres undefined)	0	10	-0.4	5	·	-14	8	-1	·	2
Cc1nn(C(=O)c2ccco2)c(C)c1CN1C(=O)c2ccccc2C1=O	-2	-6	-0.8	8	·	-21	-13	-2	-3	2
